Compound activity: PubChem BioAssay, National Center for Advancing Translational Sciences (NCATS)
MBNL1 CUG block – qHTS Assay for Inhibitors of MBNL1-poly(CUG) RNA binding. Muscleblind-like protein 1 (Homo sapiens), Q9NR56. TR-FRET MBNL1-His/biotin-(CUG)12 binding, 665/545 ratio. Potency, µM (highest dose often 57.5 µM), without a hit: top-dose activity change, negative = inhibition, most hits filed as inhibitors. 280,000 compounds, 0.036% hits; active = well fitted inhibition curve with a large enough effect in the signal ratio, with a control signal flat, not every such curve was filed as active; inconclusive = small, poorly fitted or top-dose-only effect, or effect the other way, or a change in a side signal; inactive = no such curve, though single readings can be large or run the other way; the % refers to the signal ratio; note: % is set by controls: 0 for no effect and ±100 for the full control effect
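TR-FRET between His-tagged MBNL1 and biotin-(CUG)12 RNA, detected with Tb anti-His antibody (0.055 ng/ul) and streptavidin-XL665 (5 nM), 60 min at room temperature. Compounds titrated 92 nM to 58 uM; 665/545 nm ratio normalized to buffer and complex controls.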
BRCA1 expr act – qHTS Assay to Identify Small Molecule Activators of BRCA1 Expression. AID 624202, 2012. MCF7-BRCA1-FFLuc reporter, luminescence, 48 h; response scale: scaled: vehicle 0%, 10 µM genistein 100%. Potency, µM (series often up to 46.1 µM), for the others: at the highest dose activation, hits mostly activators. 380,000 compounds, 1.1% hits; note: nearly all actives have a fitted effect of over 80% in size; some results filed as inactive show a strong effect at the top dose
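First, MCF7-BRCA1-FFLuc cells (2000/well) attach for 2 h; next, compounds are pin-added and incubated 48 h at 37 °C; finally, luciferase reagent is added and luminescence read after 15 min.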
VP16 counter – VP16 counterscreen qHTS for inhibitors of ROR gamma transcriptional activity. Drosophila S2 Gal4-VP16 UAS-luciferase, luminescence, 20 h. Potency, µM (series often up to 53.6 µM), for the others: at the top dose activity, negative = inhibition, usual class: inhibitors. 310,000 compounds, 3.5% hits;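 note: Gal4-VP16 expression switched on by copper sulfate through the metallothionein promoter; % is set by controls: 0 for no effect and ±100 for the full control effect; nearly all actives have a fitted effect of over 50% in size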
Rab9 prom act – qHTS Assay for Rab9 Promoter Activators. 320,000 compounds, 2.8% hits. Potency, µM (doses to about 9.22 µM), for the others: at the highest dose activation, negative = inhibition, actives largely listed as activators. Huh7 Rab9 promoter-luciferase reporter, luminescence, 24 h; note: % of control where 0% means no effect; nearly all actives have a fitted effect of over 60% in size
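Measured in stably transfected Huh7 cells bearing a Rab9 promoter–luciferase construct: 24 h compound treatment at 37 °C, followed by luminescence detection.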
RORgamma inh – qHTS for inhibitors of ROR gamma transcriptional activity; Nuclear receptor ROR-gamma (Mus musculus), P51450; Drosophila S2 Gal4-RORgamma UAS-luciferase reporter, 20 h; Potency, µM (highest dose often 53.6 µM), inactives show at the top dose activity change, negative = inhibition, usual class: inhibitors; 310,000 compounds, 5.4% hits; note: % is set by controls: 0 for no effect and ±100 for the full control effect; nearly all actives have a fitted effect of over 60% in size
Target sequence (P51450 whole entry, looked up, the tested form may be a part): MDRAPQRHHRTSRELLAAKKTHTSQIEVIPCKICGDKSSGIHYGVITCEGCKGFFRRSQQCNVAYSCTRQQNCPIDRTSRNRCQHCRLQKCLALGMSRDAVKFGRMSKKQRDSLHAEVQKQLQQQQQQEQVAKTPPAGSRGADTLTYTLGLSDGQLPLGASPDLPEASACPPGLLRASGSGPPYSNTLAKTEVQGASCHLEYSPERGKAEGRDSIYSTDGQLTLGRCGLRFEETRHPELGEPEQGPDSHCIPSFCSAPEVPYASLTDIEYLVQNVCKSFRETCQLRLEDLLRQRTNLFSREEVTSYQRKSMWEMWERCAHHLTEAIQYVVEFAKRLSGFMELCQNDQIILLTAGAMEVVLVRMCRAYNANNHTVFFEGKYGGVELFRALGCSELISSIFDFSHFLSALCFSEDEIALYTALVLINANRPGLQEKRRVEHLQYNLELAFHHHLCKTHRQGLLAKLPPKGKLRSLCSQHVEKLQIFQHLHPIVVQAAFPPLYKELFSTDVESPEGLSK
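Using a luciferase readout, inhibitors were identified by reduced reporter activity in Drosophila cells coexpressing a copper-inducible Gal4–ROR gamma fusion and UAS-driven Photinus luciferase, incubated 20 hr after 700 uM copper sulfate.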
NPC1 prom act – qHTS Assay for NPC1 Promoter Activators | Huh7 NPC1 promoter luciferase reporter, 24 h | Potency, µM (series often up to 9.22 µM), inactives show at the top dose activation, hits mostly activators | 320,000 compounds, 2.4% hits;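 note: % of control where 0% means no effect; nearly all actives have a fitted effect of over 60% in size; reporter is driven by a mutant NPC1 promoter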
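Huh7 reporter cells (NPC1 promoter driving luciferase) are dosed with compound for 24 h at 37 °C, 5% CO2; luciferase detection reagent is then added and luminescence measured after 10 min at ambient temperature.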
p53 reactivation – qHTS assay for re-activators of p53 using a Luc reporter. AID 504706, 2011. Potency, µM (titrated, usually from 92.2 µM), without a hit: at the highest dose activity change, positive = activation, most hits filed as activators. H1299 p53-A138V BP100-luciferase reporter, luminescence, 24 h. 320,000 compounds, 0.063% hits; note: % of control where 0% means no effect; nearly all actives have a fitted effect of over 45% in size
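p53-null H1299 cells stably carrying temperature-sensitive p53-A138V and a BP100-luciferase reporter were pinned with compounds (4-point, 1:5 series) and held 24 hrs at 37 deg C. Luminescence was read 10 min after detection reagent.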
FLuc counter – qHTS profiling assay for firefly luciferase inhibitor/activator using purifed enzyme and Km concentrations of substrates (counterscreen for miR-21 project); Luciferin 4-monooxygenase (Photinus pyralis), P08659; purified FLuc, Km substrates, luminescence inhibition; Potency, µM (titrated, usually from 57.5 µM), for inactives: at the top dose activity change, negative = inhibition, most hits filed as inhibitors; 360,000 compounds, 6.9% hits;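 note: plate controls were vehicle for no effect and reference inhibitor for full effect; nearly all actives have a fitted effect of over 55% in size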
Target sequence (P08659 whole entry, looked up): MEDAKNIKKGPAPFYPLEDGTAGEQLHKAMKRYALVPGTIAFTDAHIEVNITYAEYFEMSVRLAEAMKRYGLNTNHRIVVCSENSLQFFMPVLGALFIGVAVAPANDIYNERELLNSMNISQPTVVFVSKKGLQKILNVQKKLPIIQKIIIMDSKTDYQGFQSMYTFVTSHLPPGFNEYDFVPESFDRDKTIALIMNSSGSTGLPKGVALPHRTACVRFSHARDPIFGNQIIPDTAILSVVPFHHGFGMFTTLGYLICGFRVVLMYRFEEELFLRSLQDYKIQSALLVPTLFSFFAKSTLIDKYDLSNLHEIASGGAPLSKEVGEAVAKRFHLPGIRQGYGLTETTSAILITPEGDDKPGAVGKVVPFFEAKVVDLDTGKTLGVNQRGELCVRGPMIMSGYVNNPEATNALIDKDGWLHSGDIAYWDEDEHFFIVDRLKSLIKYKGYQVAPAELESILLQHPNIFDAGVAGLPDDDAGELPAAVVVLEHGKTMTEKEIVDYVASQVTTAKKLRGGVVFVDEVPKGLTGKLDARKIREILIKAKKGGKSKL
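Purified P. pyralis luciferase, 10 nM final, with Km-level 10 uM D-luciferin and 10 uM ATP in 50 mM Tris acetate pH 7.5, 10 mM Mg acetate, 0.01% Tween-20, 0.05% BSA; 6-point qHTS titration about 60 µM downward; luminescence read.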
ELG1 genotoxic – qHTS screen for small molecules that induce genotoxicity in human embryonic kidney (HEK293T) cells expressing luciferase-tagged ELG1. HEK293T ELG1-luciferase reporter, luminescence, 16 h. Potency, µM (doses to about 46 µM), without a hit: at the top dose activity change, positive = activation, most hits filed as activators. 330,000 compounds, 1.3% hits. AID 504466, 2011; note: % of control where 0% means no effect; nearly all actives have a fitted effect of over 60% in size
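Step 1: seed 2,000 HEK293T ELG1-luciferase cells per well. Step 2: add compound or DMSO, incubate 16 hr at 37 °C. Step 3: ONE-Glo, 30 min at room temperature, read luminescence.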
uPA generation – qHTS for Inhibitors of Cell Surface uPA Generation. cell surface uPA generation assay, qHTS. Potency, µM (highest dose often 38.3 µM), for inactives: at the highest dose activity change, negative = inhibition, most hits filed as inhibitors. 330,000 compounds, 0.31% hits; active = well fitted inhibition curve with a large enough effect; inconclusive = small, poorly fitted or top-dose-only effect; inactive = no such curve, though single readings can be large or run the other way; tested in mouse RAW 264.7 cells; note: % is set by controls: 0 for no effect and ±100 for the full control effect; nearly all actives have a fitted effect of over 55% in size
* = called active by the depositor; ? = inconclusive; nt = no result given; & = joins results of further samples; [ ] = another dose, or the depositor's remark. Unless noted, calls come from the whole dose curve; as a rule, active = well fitted curve in the direction sought with a large enough effect; inconclusive = small, poorly fitted or top-dose-only effect, or another doubt; inactive = no such curve, though single readings can be large; an effect the other way counts as inactive or inconclusive. Potency is the fitted concentration of half-maximal effect.

#	Molecule	FLuc counter	BRCA1 expr act	RORgamma inh	MBNL1 CUG block	VP16 counter	NPC1 prom act	uPA generation	ELG1 genotoxic	Rab9 prom act	p53 reactivation
1	COc1ccc(OCCNc2cc(N3CCCCC3)ccc2[N+](=O)[O-])cc1	-20%	-32%	6%	14%	2%	-5%	-7%	-5%	-2%	1%
2	CCNS(=O)(=O)c1ccc(CCC(=O)N2CCN(c3cc(Cl)ccc3C)CC2)cc1	1%	-48%	?	-5%	?	-16%	-5%	-12%	-24%	26%
3	O=C(Nc1ccc(N2CCCC2)c(Cl)c1)c1cccnc1	12µM*	91%	?	31%[activator]	0%	3.2µM*	-3%	5%	2.8µM*	?
4	CCn1c(CNC(=O)c2ccccc2Br)nnc1SCC(=O)NC1=NCCS1	0%	11%	-3%	-1%	2%	5%	-1%	1%	3%	4%
5	COc1ccc(Br)cc1C(=O)Nc1cccc2ncccc12	-9%	-48%	-1%	11%	-4%	3%	-17%	2%	-16%	-2%
6	CCOC(=O)c1ccccc1NC(=O)c1cn(-c2ccc(C)c(C)c2)c(=O)c2ccccc12	-2%	-48%	?	2%	-10%	-3%	-9%	-6%	-12%	-17%
7	Cc1cc(C(=O)NCC(=O)O)c(C)o1	1%	4%	3%	-6%	7%	1%	0%	-1%	?	0%
8	Cc1ccc(CNC(=O)c2cccc(S(C)(=O)=O)c2)cc1	5%	-21%	-1%	-5%	-5%	1%	3%	-3%	-1%	-1%
9	CC(C)(C)c1nc2ccccc2c2nnc(SCC(=O)NCc3ccco3)n12	0%	-20%	-16%	-10%	-22%	-3%	10%	-4%	-2%	2%
10	COC(=O)c1ccc(-c2nc3ccccc3o2)cc1	1.9µM*	nt	15%	1%	4%	3.5µM*	nt	?	0.63µM*	13%
11	C=CCc1cc(S(=O)(=O)c2ccc(O)c(CC=C)c2)ccc1O	-2%	-5%	-12%	-2%	-10%	-3%	59%[activator]	-7%	-6%	nt
12	CON(C)c1nc(Oc2ccc(=O)[nH]n2)nc(N(C)C)n1	-2%	7%	-18%	5%	-5%	4%	6%	0%	-3%	1%
13	CCNC(=O)CSc1nnc(-c2cccs2)o1	-3%	12%	-41%	-3%	-3%	-7%	4%	3%	-4%	25%
14	Cc1ccc2ncccc2c1[N+](=O)[O-]	0%	1%	-6%	-5%	-4%	-1%	-2%	-8%	0%	-6%
15	COC(=O)C/C=C/N(Cc1ccccc1OC)S(=O)(=O)CCl	nt	-4%	nt	nt	nt	nt	?	2%	nt	-2%
16	Cc1cccc(-c2nsc(SCC(=O)NCC3CCCO3)n2)c1 (stereo unspecified)	?	63%	30%	-5%	4%	20%	0%	8%	?	-3%
17	COC(=O)NCC(c1ccco1)N1CCN(c2ccc(F)cc2)CC1 (stereo unspecified)	-1%	-6%	19%	-12%	8%	-2%	0%	3%	-7%	0%
18	CCC(CO)Oc1cc(NCc2cccc(C)c2)c2ncn(C(C)C)c2c1 (stereo unspecified)	nt	-18%	nt	nt	nt	nt	6%	2%	nt	-6%
19	COc1ccc2nc(NC(=O)CSc3nnc(C)s3)sc2c1	?	78%	31%	-12%	?	2.5µM*	nt	21µM*	?	13%
20	Cc1ccc2cccc(OCC(=O)N3CCc4ccccc43)c2n1	0%	4%	0%	8%	-6%[10 µM]	-2%	-5%	7%	-2%	-1%
21	CC(=O)N/C(=C\c1ccccc1)C(=O)OCc1ccc(F)cc1	0%	-4%	?	-6%	?	11%	-1%	-2%	2%	-3%
22	CC(=O)N1C(=O)CC(C)N(C(C)=O)c2ccc([N+](=O)[O-])cc21 (stereo unspecified)	2%	-2%	-11%	28%	-4%	1%	2%	-3%	-8%	6%
23	CNc1nc2[nH]c(=O)c3c(c2s1)OC(N)=C(C#N)C3c1cccc(F)c1 (stereo unspecified)	-3%	-4%	3%	39%[activator]	-22%	-1%	-1%	3%	-8%	-5%
24	COc1ccc(CCNCC(=O)Nc2ccc(C(=O)N3CCCCC3)cc2)cc1	-1%	0%	-8%	2%	4%	-3%	-5%	1%	1%	-8%
25	NC(=O)c1ccc[n+](CC(=O)NCc2ccc(Cl)cc2)c1	0%	-2%	6%	5%	-1%	-2%	2%	-3%	0%	-2%
26	Cc1ccc(C(=O)CSc2ncnc3ccccc23)o1	13µM*	83%	?	16%	-15%	4µM*	-8%	12%	4µM*	24%
27	CN(C(=O)CSCC(=O)Nc1ccc(Cl)cc1)C1CCCCC1	nt	-28%	nt	nt	nt	nt	4%	-1%	nt	9%
28	O=C(CCCCCn1c(=O)[nH]c2ccccc2c1=O)NCCc1c[nH]c2ccccc12	-18%	3%[1.84 µM]	27%	-4%	-6%	1%	1%	-6%	5%	-4%
29	Cc1nc2ccccc2c(=O)n1NC(=O)Cc1ccc(Br)cc1	5%	13%	43%	4%	-2%	5%	nt	1%	-1%	-4%
30	O=C(OCc1cccc(C(F)(F)F)c1)c1ccc[nH]c1=O	-2%	4%	-3%	-2%	0%	2%	3%	2%	-1%	0%
31	Cn1nnnc1SCC(=O)Nc1ccc(C(=O)N2CCN(Cc3ccccc3F)CC2)cc1	nt	-25%	nt	nt	nt	-6%	1%	0%	-2%	-14%
32	COc1ccc(CNC(=O)[C@H](C)NC(=O)C2CC(=O)N(c3ccc4c(c3)OCO4)C2)cc1 (stereo partly specified)	0%	2%	-1%	-7%	7%	1%	-2%	0%	4%	-9%
33	CCN(CC)S(=O)(=O)c1ccc(OC)c(NC(=S)Nc2cccc(C)c2C)c1	4%	-12%	?	1%	?	-5%	-9%	2%	-5%	3%
34	CCCCN(C(=O)Nc1ccc(OCC)cc1)C1CCN(C(C)=O)CC1	-3%&3%	-2%	-14%	-1%	1%	-2%	nt	1%	4%	-9%
35	Oc1ccc(-c2nc3ncccn3c2Nc2ccc3c(c2)OCCO3)cc1	?	-3%	32%	9%	16%	-4%	3%	-1%	-4%	3%
36	COc1cccc(-c2cc(=O)c3cc(NC(=O)c4ccc(N(C)C)cc4)ccc3[nH]2)c1	1%	-88%	-14%&8%	-5%	?	-12%	?	13%	-26%	1%
37	CCCOc1ccccc1Nc1nnc(C)c(=O)[nH]1	0%	-8%	-9%	10%	3%	-2%	4%	1%	-5%	-1%
38	Fc1ccc(-c2nnc(N3CCOCC3)c3ccccc23)cc1F	1%	-15%	3%	1%	-16%	-1%	2%	2%	-1%	6%
39	CCOc1ccc(C(C#N)N2CCOCC2)cc1OC (stereo unspecified)	2%	-6%	30%	-8%	-6%	2%	3%	1%	5%	-1%
40	COc1ccc(C)cc1NC(=S)N1CCN(S(C)(=O)=O)CC1	0%	14%	0%	-9%	3%	-3%	-2%	-1%	2%	-1%
41	CN(Cc1cnccn1)C(=O)CC1C(=O)NCCN1Cc1ccc(F)cc1Cl (stereo unspecified)	0%	4%	24%	1%	4%	-5%	-1%	0%	0%	-9%
42	Cc1ccc(S(=O)(=O)NC(C)(C)CSc2ncccn2)cc1	0%	10%	?	-11%	-16%	-4%	1%	-3%	-8%	-4%
43	Cc1cccc(-c2nc3ccc(C(=O)NCCN4CCN(C)CC4)cc3nc2-c2cccc(C)c2)c1	0%	-91%[inhibitor]	13µM*	?	?	0%	-12%	?	3%	9%
44	COc1cc(CN(C)Cc2cc(=O)n3ccsc3n2)ccc1OC(F)F	0%	-38%	-15%	2%	16µM*	-4%	-8%	-12%	1%	-1%
45	CCCOc1ccc(C(=O)NCCN2CCOCC2)cc1	0%	31%	16%	-1%	11%	-1%	3%	1%	-3%	24%
46	CCc1cccc(CC)c1NC(=O)C1CCN(C(=O)c2ccco2)CC1	0%	4%	-4%	-4%	-2%	0%	nt	-1%	-4%	-4%
47	COC(=O)C1=C(C(=O)OC)[C@@H]2N(C)c3ccccc3[C@@]23C[C@@H](CO)N(C(=O)NCCBr)C3=N1	0%	0%	-9%	-5%	3%	-4%	1%	0%	-6%	-1%
48	CC1CCCN(S(=O)(=O)c2ccc(NC(=O)CN3CCCCC3)cc2)C1 (stereo unspecified)	5%	-14%	3%	3%	4%	-6%	0%	-3%	0%	-15%
49	CC(C)NC(NC(=O)Cc1ccccc1)C(Cl)(Cl)Cl (stereo unspecified)	0%	0%	30%	-13%	-10%	1%	2%	0%	3%	1%
50	COc1cc([N+](=O)[O-])ccc1NC(=O)CC1SC(=Nc2ccc(F)cc2)N(CCC2=CCCCC2)C1=O (stereo unspecified)	2%	-53%	?	-7%	?	-16%	-1%	6%	-7%	19%
51	N#Cc1c(SCC(=O)Nc2nc3ccccc3s2)sc2c(O)cc(=O)[nH]c12	2.4µM*	19%	nt	nt	nt	1%	?	1%	17%	?
